Bioassay records as filed in PubChem.
PAFAH1B2 inh = blocks human PAF acetylhydrolase 1b catalytic subunit 2; hit rate 1.2% among 340,000; inhibition, % at 3.39 µM; recombinant PAFAH1B2, FP-rhodamine activity probe, fluorescence polarization; P68402;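 active = inhibition above the mean of all tested compounds plus 3 SD, cut at about 24% in these data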;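 note: 0% = enzyme with DMSO and 100% = wells lacking PAFAH1B2; many of its hits are not listed in these tables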
LYPLA1 counter = counter-screen for PME1 inhibitors: inhibitors of human LYPLA1; O75608; recombinant LYPLA1, FP-Rh probe fluorescence polarization; inhibition, % at 5.9 µM; hit rate 0.16% among 320,000;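 active = inhibition above the mean of all tested compounds plus 3 SD, set per campaign, cut at about 14% in these data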;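 note: inhibitors block serine hydrolase probe labeling of LYPLA1 so polarization falls; 0% = enzyme with DMSO and 100% = wells lacking LYPLA1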
GSTO1 inh = GSTO1 inhibition, counter-screen for RBBP9 inhibitors. P78417. recombinant GSTO1, activity-based probe fluorescence polarization. inhibition, % at 5.96 µM. hit rate 1.1% among 300,000;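 active = inhibition above the campaign mean inhibition plus 3 SD, cut at about 35% in these data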;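 note: 0% = GSTO1-1 with DMSO and 100% = wells lacking GSTO1-1 enzyme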
PAFAH1B3 inh = blocks human PAF acetylhydrolase 1B catalytic subunit 3; hit rate 0.28% among 340,000; inhibition, % at 3.39 µM; recombinant PAFAH1B3, FP-rhodamine probe, fluorescence polarization; Q15102; AID 492972;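 active = inhibition above the screen-wide average of all tested compounds plus 3 SD, cut at about 25% in these data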;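 note: 0% = enzyme with DMSO only and 100% = wells lacking PAFAH1B3 protein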
PREPL inhibitor = inhibitors of human prolyl oligopeptidase-like enzyme PREPL; AID 2751; hit rate 0.68% among 320,000; Q4J6C6; inhibition, % at 5.96 µM; recombinant PREPL, fluorescence polarization activity-based probe; in the data active = inhibition above about 43%;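 note: 0% = enzyme with DMSO and 100% = wells lacking enzyme; many of its hits are not listed in these tables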
PME-1 primary = blocks human protein phosphatase methylesterase 1; Q9Y570; recombinant PME-1, FP-Rh probe fluorescence polarization; inhibition, % at 5.9 µM; hit rate 0.53% among 320,000;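 active = inhibition above the campaign mean of all compounds plus 3 SD, cut at about 26% in these data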;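 note: competitive labeling of PME-1 active site by serine hydrolase directed probe; 0% = PME-1 with DMSO and 100% = wells lacking PME-1 enzyme; inhibitors block probe labeling so polarization falls and inhibition rises; many of its hits are not listed in these tables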
pPAFAH inh = pPAFAH (human) enzyme inhibition. inhibition, % at 3.39 µM. recombinant pPAFAH, FP-rhodamine probe fluorescence polarization. AID 463082. hit rate 1.5% among 330,000;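 active = inhibition above the mean inhibition across the screen plus 3 SD, cut at about 25% in these data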;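 note: inhibitors block binding of the rhodamine activity-based probe so polarization drops; 0% = enzyme with DMSO and 100% = wells lacking pPAFAH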
LYPLA2 inh = LYPLA2 (human) inhibition in PME1 counter-screen. O95372. recombinant LYPLA2, FP-Rh probe fluorescence polarization. inhibition, % at 5.9 µM. hit rate 0.38% among 320,000. AID 2177;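 active = inhibition above the screen-wide mean plus 3 SD, limit set per campaign, cut at about 26% in these data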;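 note: 0% = LYPLA2 with DMSO and 100% = wells lacking LYPLA2 enzyme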
Target sequence (O95372 whole entry, looked up): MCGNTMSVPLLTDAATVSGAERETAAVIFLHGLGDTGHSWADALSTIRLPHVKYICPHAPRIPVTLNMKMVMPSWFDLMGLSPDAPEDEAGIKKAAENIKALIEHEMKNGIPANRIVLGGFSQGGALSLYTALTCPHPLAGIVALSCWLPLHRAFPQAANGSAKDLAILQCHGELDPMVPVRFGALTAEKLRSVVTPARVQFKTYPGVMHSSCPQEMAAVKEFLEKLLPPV
PAD4 FP inh = inhibitors of human PAD4 | inhibition, % at 6.36 µM | recombinant PAD4, RCA probe fluorescence polarization | Q9UM07 | hit rate 0.41% among 330,000;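 active = percent inhibition above a cutoff equal to the mean of all tested compounds plus 3 SD, cut at about 15% in these data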;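 note: 0% = PAD4 with RCA probe and DMSO and 100% = probe without PAD4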
Target sequence (Q9UM07 whole entry, looked up): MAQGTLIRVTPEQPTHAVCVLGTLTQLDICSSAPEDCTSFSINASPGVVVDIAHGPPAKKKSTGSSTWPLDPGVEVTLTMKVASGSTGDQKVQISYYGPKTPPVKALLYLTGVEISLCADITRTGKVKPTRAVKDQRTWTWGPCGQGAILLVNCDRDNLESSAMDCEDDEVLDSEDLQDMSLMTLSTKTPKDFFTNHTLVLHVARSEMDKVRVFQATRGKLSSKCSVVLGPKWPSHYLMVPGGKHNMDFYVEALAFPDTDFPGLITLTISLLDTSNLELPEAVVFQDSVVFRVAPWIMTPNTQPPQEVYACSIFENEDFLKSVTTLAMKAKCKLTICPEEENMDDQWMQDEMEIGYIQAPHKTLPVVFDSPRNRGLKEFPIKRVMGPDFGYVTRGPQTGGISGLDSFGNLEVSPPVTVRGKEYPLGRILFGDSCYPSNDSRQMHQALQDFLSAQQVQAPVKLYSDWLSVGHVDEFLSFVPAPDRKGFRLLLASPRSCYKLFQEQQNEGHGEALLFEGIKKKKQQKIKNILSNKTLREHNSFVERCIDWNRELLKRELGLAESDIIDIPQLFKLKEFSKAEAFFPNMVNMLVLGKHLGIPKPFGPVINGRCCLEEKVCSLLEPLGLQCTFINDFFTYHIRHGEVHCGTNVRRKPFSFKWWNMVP
* marks the source's active call; other numbers are inactive results; · = not tested or not shown.

Second line of a record – PAFAH1B2 inh, LYPLA1 counter, GSTO1 inh, PAFAH1B3 inh, PREPL inhibitor, PME-1 primary, pPAFAH inh, LYPLA2 inh, PAD4 FP inh
1: Cc1cc(C)n(-c2nc3c(c(=O)[nH]c(=O)n3C)n2CC(O)COc2ccccc2)n1 (centres undefined)
  4, -2, 1, -1, -9, 2, -4, -3, -3
2: O=C(CN(c1ccc(F)cc1)S(=O)(=O)c1ccc2c(c1)OCCO2)Nc1ccc2c(c1)OCO2
  -1, 3, 0, 5, -112, -3, 4, 4, 2
3: COc1ccccc1C(=O)NC(=O)COC(=O)/C(=C/c1ccccc1)NC(C)=O
  2, -2, 5, -2, 7, -1, 4, 4, -5
4: COc1cccc(C(=O)Nc2cccc(-c3ccc(N4CCOCC4)nn3)c2)c1
  1, 3, 0, 7, 0, 1, 7, -1, -4
5: COc1ccccc1OCCNC(=O)C(CCSC)NC(=O)COc1ccccc1 (centres undefined)
  7, 0, ·, 7, -1, 5, 1, 3, -2
6: Nc1nc(C2CC2)c(Sc2sc(N)nc2C2CC2)s1
  3, 5, 18, 2, 20, 13, 7, 12, 3
7: O=C(CN1CCN(CC(=O)Nc2ccc(-c3ccccc3)cc2)CC1)Nc1ccc(F)cc1
  8, -2, 3, 10, 2, 0, 4, 1, 4
8: CSc1nnc(CNC(=O)C23CC4CC(CC(C4)C2)C3)n1Cc1ccccc1
  9, -1, -7, 1, 0, -5, -3, -1, -1
9: COc1ccc(C(CNC(=O)c2ccc(Cl)s2)N2CCOCC2)cc1 (centres undefined)
  0, 0, -5, 5, 12, -3, 0, 0, -2
10: Cc1ccc2nc(-c3ccc(NC(=O)Cc4cccs4)cc3)[nH]c2c1
  0, -2, -3, -3, -5, -5, -1, -2, -4
11: O=c1c2ccccc2ncn1-c1ccc(Cl)c(Cl)c1
  -4, 1, 8, 6, -4, 1, 0, 4, -2
12: O=C(CSc1nnc2c(n1)[nH]c1ccccc12)Nc1ccc(N2CCOCC2)cc1
  -6, -9, -1, 0, 7, -10, 4, -7, -1
13: C/C(CC(=O)NCc1ccco1)=N\NC(=O)c1ccc([N+](=O)[O-])cc1Cl
  6, 1, 8, 5, 6, 4, 5, 3, 1
14: O=C(OCCCc1ccncc1)c1ccc(S(=O)(=O)N2CCOCC2)cc1
  -1, 4, 4, 6, -1, -2, 23, 4, 2
15: O=C(CN1CCN(CCC(=O)Nc2ccccc2F)CC1)Nc1ccc(Cl)cc1
  0, 1, -1, -3, -6, -1, 2, 4, -3
16: Cc1cccc(NC(=O)CN2C(=O)S/C(=C\c3ccc(-c4cccc(C(=O)O)c4C)o3)C2=O)c1
  ·, 3, 8, ·, 4, -8, 1, 29*, -5
17: CCOC(=O)C1CCCN(C(=O)CNS(=O)(=O)c2ccc(Br)s2)C1 (centres undefined)
  18, -2, 4, 9, 14, 2, 2, 0, 3
18: O=C(O)c1ccc(S(=O)(=O)N2CCC(Cc3ccccc3)CC2)cc1
  22, 0, 13, 8, 12, -2, 9, 8, 2
19: O=C(Nc1cccnc1)Nc1ccccc1Cl
  6, 3, -2, 6, 5, -1, 5, 1, 3
20: CCc1cc(C)cc(OCCNC(=O)c2cncc(Br)c2)c1
  -1, -3, -3, 5, -14, 1, 1, -1, -4
21: O=C(CSc1ccc([N+](=O)[O-])cc1)Nc1cccc(S(=O)(=O)N2CCOCC2)c1
  8, ·, ·, 7, 18, ·, 6, ·, 0
22: Fc1ccc(-n2nnc(-c3ncc[nH]3)n2)cc1
  ·, 1, 0, ·, 1, -2, 5, -3, -3
23: Cc1cc(C)nc(SCC(=O)OC(C)C(=O)Nc2ccccc2)n1 (centres undefined)
  0, 0, 4, 7, 1, -4, 7, 7, 0
24: CC(C)(C)N1CC23C=CC(C[C@@H]2C1=O)O3 (some centres undefined)
  5, -3, 6, 11, 3, 3, -1, -2, 0
25: O=C(CNC(=O)c1ccc2c(c1)OCCO2)N/N=C/c1cccc(Br)c1
  3, -2, -4, 10, -5, -11, 2, -1, -7
26: CCOC(=O)/C(C#N)=C/c1ccc(N2CCN(C)CC2)cc1
  5, 1, 0, -2, 0, 4, 0, 4, -4
27: O=C(CSc1nnc(CCCN2C(=O)c3cccc4cccc(c34)C2=O)n1-c1ccccc1)N1CCN(CCO)CC1
  2, -1, 1, -6, 6, -1, -2, 5, -3
28: Cc1sc(NC(=O)c2ccco2)c(C(c2ccccc2)N2CCC(C)CC2)c1C (centres undefined)
  4, 0, 8, 8, -17, -2, 3, 6, -5
29: Cc1ccc(N/N=C(\C#N)C(N)=S)c(C)c1
  -2, -3, -6, 10, 6, 93*, 4, 4, 1
30: COc1ccc(NC(=O)Nc2ccc(F)c(Cl)c2)cc1
  5, -4, 12, 7, 8, 16, 4, -5, -2
31: Cc1cc(C(=O)COc2ncnc3sccc23)c(C)n1C
  1, 2, 2, -2, 6, 2, 4, 4, 0
32: Cc1ccccc1NC(=O)Cc1nnc(N)s1
  5, -2, 4, -3, 8, -7, -8, -5, 6
33: Cc1ccc(SC[C@H](Cc2ccccc2)N2CC[C@@H](NC(=O)OCc3ccccc3)CCC2=O)cc1
  ·, 0, 18, ·, 9, -1, 6, -4, -1
34: Cc1ccc2nnn(Cc3cccc(C(C)(C)C)c3O)c2c1
  8, -4, 5, 7, -20, 1, -7, -7, 0
35: CC(OC(=O)c1ccc(NC(N)=O)cc1)C(=O)Nc1ccc2c(c1)OCCO2 (centres undefined)
  5, ·, ·, 7, 0, ·, -3, ·, -5
36: O=C1NC(=O)C2(COC(c3cccnc3)OC2)S1 (centres undefined)
  9, 1, 1, -6, 4, 4, 4, 5, -3
37: O=C(O)c1ccc(S(=O)(=O)N(Cc2ccccc2)Cc2ccccc2)cc1
  16, -1, -4, -5, -6, -1, 4, -9, -4
38: CC(=O)c1c(C)[nH]c(C(=O)OCC(=O)NNC(=O)c2ccc([N+](=O)[O-])cc2)c1C
  2, ·, ·, -1, 6, ·, 5, ·, -3
39: Cc1nnc(SC(C)C(=O)N2CCc3ccccc32)s1 (centres undefined)
  0, 1, 4, 3, 14, 5, 3, 4, 4
40: O=c1[nH]c2cccc(Cl)c2n(CCNc2ncc(C(F)(F)F)cc2Cl)c1=O
  7, -1, -6, 5, 0, 3, 8, 1, -3
41: CC(=O)N1CCOc2ccc(S(=O)(=O)NCc3ccccc3Cl)cc21
  6, 1, 4, 3, 0, 7, 3, 5, -2
42: CCN1CCN(c2ccc(S(=O)(=O)N3CCCCC3)cc2NC(=O)c2ccc(OC(F)F)cc2)CC1
  2, -3, 0, 0, 9, -5, 5, -5, -3
43: CCOC(=O)C1CCCN(CC(=O)N(C)c2c(N)n(Cc3ccccc3)c(=O)[nH]c2=O)C1 (centres undefined)
  0, ·, ·, 8, 3, ·, 2, ·, -1
44: COc1ccc(NC(=O)COC(=O)/C=C/c2ccccc2[N+](=O)[O-])cc1OC
  6, 0, 11, 6, 21, 2, 30*, 5, 4
45: CC1CC(C)CN(C(=O)COC(=O)Cc2ccc(Cl)cc2)C1 (centres undefined)
  13, -1, -4, 2, 19, 3, 0, -1, -3
46: Cc1cc(Br)ccc1OCC(=O)NNC(=O)CCc1ccccc1
  12, -4, 2, 4, -6, 3, 5, -1, -3
47: C/C(=C\c1cccc(Cl)c1)C(=O)c1c(C)cc(C)[nH]c1=O
  -1, 2, 1, -2, -2, 4, 4, -2, 2
48: Cc1nc2ccccc2c(=O)n1/N=C/c1cn(-c2ccccc2)nc1-c1cccs1
  0, -7, -6, -2, -5, -6, 3, -5, -1
49: CCCN(C(=O)CCc1ccc(OC)cc1)c1c(N)n(Cc2ccccc2)c(=O)[nH]c1=O
  2, ·, ·, 8, 16, ·, -4, ·, -1
50: CCC(=O)Nc1cccc(NC(=O)CN2CCN(c3ccccc3OC)CC2)c1
  4, -3, 4, 3, -7, -8, 4, -3, 6
51: CN1CCN(C(=O)/C=C/c2ccc(Cl)cc2)CC1
  0, -1, -4, 7, -6, -1, 3, -6, 0
52: CC(=O)c1c(C)[nH]c(C(=O)COc2cc(C)cc(C)c2)c1C
  -7, -2, 3, 2, 7, -4, 2, -3, -4
53: O=S(=O)(/N=C(/Nc1ccc(F)c(F)c1F)c1ccccc1)c1ccccc1
  5, -1, 2, -1, -6, 5, -3, -5, 1
54: CC(C)(C)NS(=O)(=O)c1ccc(NC(=O)C2CCCO2)cc1 (centres undefined)
  6, 0, 6, 6, 0, 1, 8, -1, -3
55: O=C(NCCCN1CCC(Cc2ccccc2)CC1)C1CCN(S(=O)(=O)N2CCC3(CC2)OCCO3)CC1
  4, 2, -14, 1, 15, 3, 4, 7, -1
56: Cc1ccccc1NS(=O)(=O)c1cccc(C(=O)Nc2cccc(C(=O)O)c2)c1
  4, 1, -1, 1, 4, 4, 27*, -4, -3
57: O=S(=O)(Cc1ccccc1Cl)N1CCN(Cc2ccc3c(c2)OCO3)CC1
  5, 1, 8, 9, 20, 1, 10, 3, 0
58: COC(=O)c1ccc(/C=N/NC(=O)C2CC(=O)N(c3ccc(OC)cc3)C2)cc1 (centres undefined)
  -4, -2, -4, 4, -2, -4, 5, -1, -3
59: FC(F)(F)c1cccc(Cc2noc(CN3CCCCC3c3ccccn3)n2)c1 (centres undefined)
  2, -1, 7, 3, 13, 3, 5, 5, -5
60: COc1cccc(NC(=O)[C@H](CC(C)C)NC(=O)[C@@H]2Cc3ccccc3CN2)c1
  6, -3, -7, 0, 21, -5, 0, -2, -2

Following part
Second line of a record – PAFAH1B2 inh, LYPLA1 counter, GSTO1 inh, PAFAH1B3 inh, PREPL inhibitor, PME-1 primary, pPAFAH inh, LYPLA2 inh, PAD4 FP inh
61: CC(=O)c1c(C)[nH]c(C(=O)COC(=O)c2ccc3c(=O)n4c(nc3c2)CCC4)c1C
  -1, -10, 0, -10, -1, 2, -8, 1, 0
62: COc1ccccc1NC(=O)c1ccc(NC(=O)COC(=O)c2ccc(O)cc2)cc1
  -4, -9, ·, 2, -6, -21, 26*, -12, -1
63: CCOc1ccccc1CN1CCN(CCCn2cccn2)CC1CCO (centres undefined)
  3, -1, 5, -1, 7, 2, -1, 2, 5
64: COc1ccc(NC(=O)C(c2ccc(OC)cc2)N(C)C(=O)CNC(C)=O)cc1 (centres undefined)
  -1, 3, -1, 5, 9, 1, -3, 5, 1

These rows are one share of the data; the hit share may differ from the screen's.
